Assay outcomes (PubChem BioAssay)
KKLEB tox – cytotoxicity in KKLEB CF airway cells, primary screen, cytotoxicity control for CF NF-kB inhibitor project, cell-based, uHTS, fluorescence assay plates; KKLEB CF airway cells viability, ATPlite luminescence, overnight; stronger effect = lower value; cells stimulated with P. aeruginosa culture filtrate; activity change (cytotoxicity), % at 5 µM; hit rate 0.36% among 360,000;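 active = corrected activity change at or below -50% at 5 µM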
TWEAK-Fn14 inh – inhibitors of TWEAK-Fn14 signaling, primary screen, luciferase reporter cells, uHTS; AID 1159606, 2016; TWEAK-stimulated Fn14 reporter cells, luciferase luminescence, 8 h; inhibition, % at 10 µM; hit rate 2% among 360,000; in the data active = inhibition above about 50%
NCOA3 inh – SRC3 coactivator transcriptional activity inhibitors, primary screen, cell-based, luminescence | HEK293 GAL4-SRC3 luciferase reporter | inhibition, % at 3.6 µM | hit rate 0.17% among 360,000;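 active = inhibition above a per-campaign cutoff, the mean of all compounds plus 3 SD, cut at about 60% in these data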;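 also: 0% = DMSO-treated cells and 100% = gossypol-treated cells at 36 µM; higher means less SRC3-driven luciferase light from the GAL4 reporter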
NCOA1 inh – SRC1 coactivator transcriptional activity inhibitors, primary screen, cell-based, luminescence; Nuclear receptor coactivator 1 (Homo sapiens), Q15788; HEK293 GAL4-SRC1 luciferase reporter; inhibition, % at 3.6 µM; hit rate 0.12% among 360,000; AID 588354, 2011;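 active = inhibition above the campaign mean plus 3 SD, with each screening campaign given its own cutoff, cut at about 60% in these data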;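 also: 0% = DMSO treated cells and 100% = gossypol at 36 µM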
TROY signal inh – inhibitors of TROY-driven NF-kB signaling, primary screen, Q293 LMP1-TROYcd cells, NF-kB luciferase, uHTS. hit rate 0.98% among 360,000. inhibition, % at 10 µM. AID 1347056, 2019. Q293 LMP1-TROYcd NF-kB luciferase reporter, 4 h;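 active = compounds whose plate-normalised and pattern-corrected inhibition of the luciferase reporter signal at the single screening dose is 50% or more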
COUP-TFII inh – NR2F2 transcriptional activity inhibitors, primary screen, cell-based, luciferase reporter, HEK293T, luminescence; HEK293T NGFI-A luciferase reporter; inhibition, % at 8.6 µM; hit rate 0.7% among 370,000; AID 686940, 2013;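 active = inhibition above a per-plate cutoff, mean inhibition of test wells between control levels plus 3 SD, cut at about 38% in these data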;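 also: cells cotransfected with COUP-TFII expression vector driving the NGFI-A reporter; 0% = median of COUP-TF2 test wells and 100% = reporter-only cells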
Target sequence (P24468 whole entry, looked up): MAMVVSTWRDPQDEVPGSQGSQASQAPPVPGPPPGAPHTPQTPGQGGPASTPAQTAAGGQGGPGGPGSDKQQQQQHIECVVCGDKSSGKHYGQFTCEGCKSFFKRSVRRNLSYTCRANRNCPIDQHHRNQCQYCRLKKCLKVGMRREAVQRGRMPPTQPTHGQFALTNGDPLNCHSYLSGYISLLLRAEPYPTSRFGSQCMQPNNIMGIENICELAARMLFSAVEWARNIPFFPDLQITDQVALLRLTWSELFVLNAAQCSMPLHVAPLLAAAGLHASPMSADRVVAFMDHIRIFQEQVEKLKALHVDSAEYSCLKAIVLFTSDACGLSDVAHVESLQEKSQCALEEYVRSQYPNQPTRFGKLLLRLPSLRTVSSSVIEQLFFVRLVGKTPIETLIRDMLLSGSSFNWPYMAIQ
CF NFkB block – inhibitors of PAF-induced NF-kB signaling, primary screen, cell-based, GFP fluorescence, uHTS. KKLEB NF-kB-GFP reporter, GFP fluorescence overnight. inhibition, % at 5 µM. hit rate 0.86% among 360,000. AID 588850, 2011;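 active = at least 50% inhibition at 5 µM, scaled per plate between neutral and stimulator controls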;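 also: PAF is a Pseudomonas aeruginosa culture filtrate used as stimulus; plate controls were PAF-stimulated DMSO wells for no effect and unstimulated DMSO wells for full effect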
C8 TRAIL sens – viability loss with TRAIL in NB7+C8 cells, primary screen, TRAIL sensitizer project, cell-based, ATPlite luminescence | hit rate 1% among 360,000 | AID 624354, 2012 | inhibition (viability loss, TRAIL sensitization), % at 10 µM;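 active = compounds causing at least 50% loss of cell viability in the single-dose screen, relative to plate controls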
LMP1 NFkB inh – EBV LMP1-driven NF-kappaB luciferase reporter inhibitors, primary screen, cell-based, luminescence, single point; LMP1-induced NF-kappaB luciferase reporter cells; inhibition, % at 12.5 µM; hit rate 0.69% among 350,000; in the data active = inhibition above about 41%;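 also: 0% = neutral control wells and 100% = reference inhibitor control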
LRH-1 inv ag – LRH-1 (NR5A2) inverse agonists, primary screen, cell-based, luminescence, HEK293T, StAR-luciferase reporter; Nuclear receptor subfamily 5 group A member 2 (Homo sapiens), O00482; LRH-1 transfected, 24 h; inhibition, % at 3.6 µM; hit rate 0.13% among 360,000; AID 602396, 2012;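 active = inhibition above the mean inhibition of all tested compounds plus 3 SD, cut at about 73% in these data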;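 also: 0% = DMSO wells and 100% = reporter-only cells lacking LRH-1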
Target sequence (O00482 whole entry, looked up): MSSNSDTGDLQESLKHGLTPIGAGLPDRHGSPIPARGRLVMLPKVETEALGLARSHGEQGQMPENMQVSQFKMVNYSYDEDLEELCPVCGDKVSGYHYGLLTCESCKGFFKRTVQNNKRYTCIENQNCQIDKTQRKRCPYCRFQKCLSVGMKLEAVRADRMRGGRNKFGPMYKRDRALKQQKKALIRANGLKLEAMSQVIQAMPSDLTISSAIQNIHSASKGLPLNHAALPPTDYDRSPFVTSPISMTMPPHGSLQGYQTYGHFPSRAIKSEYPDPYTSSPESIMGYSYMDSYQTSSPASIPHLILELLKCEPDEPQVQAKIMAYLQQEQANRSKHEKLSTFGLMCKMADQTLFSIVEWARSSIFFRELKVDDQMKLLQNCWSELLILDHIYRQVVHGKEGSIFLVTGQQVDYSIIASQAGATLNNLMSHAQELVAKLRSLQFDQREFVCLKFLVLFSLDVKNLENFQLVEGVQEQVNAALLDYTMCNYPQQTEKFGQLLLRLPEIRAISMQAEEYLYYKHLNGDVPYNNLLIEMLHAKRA
SRC2 inh – inhibition of GAL4-SRC2 driven luciferase reporter, primary screen, SRC2 inhibitor project, cell-based, luminescence; Nuclear receptor coactivator 2 (Homo sapiens), Q15596; AID 651957, 2012; HEK293 GAL4-SRC2 luciferase reporter; inhibition, % at 9 µM; hit rate 0.17% among 370,000;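 active = inhibition above the mean inhibition of all tested compounds plus 3 SD, set per campaign, cut at about 52% in these data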;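 also: 0% = DMSO treated cells and 100% = cells given Gossypol at 36 µM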
* marks the source's active call; other numbers are inactive results; . = no result given.

SMILES | KKLEB tox | TWEAK-Fn14 inh | NCOA3 inh | NCOA1 inh | TROY signal inh | COUP-TFII inh | CF NFkB block | C8 TRAIL sens | LMP1 NFkB inh | LRH-1 inv ag | SRC2 inh
BrC(/C=N/Nc1nc(N2CCOCC2)nc(N2CCOCC2)n1)=C/c1ccccc1 | 12 | -9 | 3 | -18 | -8 | -5 | -20 | -6 | 4 | -11 | -1
CCC1Cc2[nH][nH]c(=O)c2C(CC)O1 (centres undefined) | . | 15 | . | . | -14 | 8 | . | 1 | . | 3 | 2
Cc1cc2c(cc1C)N(CC(=O)N1CCCC1)C(=O)CC(c1ccccc1)=N2 | -4 | -17 | -75 | -37 | -68 | -15 | 1 | -5 | -14 | -17 | -31
Cc1cc(C)c2nc(N(CCCN(C)C)C(=O)C3=COCCO3)sc2c1 | -13 | -1 | 3 | -21 | -32 | -4 | 28 | -1 | 8 | -8 | -26
O=C(COc1ccccc1Cc1ccccc1)Nc1cccnc1 | 5 | -5 | 14 | 9 | 20 | 21 | 15 | -7 | -7 | 4 | 26
NC(=O)CSc1nc2ccccc2nc1SCC(N)=O | -2 | 1 | 7 | -11 | 3 | -11 | 3 | -3 | -5 | 3 | 14
O=C1NC(=S)S/C1=C\c1coc2ccccc2c1=O | 10 | 7 | 23 | -9 | -53 | -4 | -23 | -6 | -9 | 7 | -43
O=C1c2cccnc2C(=O)N1Cc1ccccc1 | 2 | 10 | -27 | 1 | 17 | 3 | 1 | -17 | 4 | 3 | -17
COc1ccc(S(=O)(=O)NC2CCCC2)cc1C(N)=O | -4 | 19 | 3 | -15 | -20 | 2 | 17 | -2 | 2 | -16 | -1
COC(=O)Cc1[nH]nc2c1C1(CCSCC1)C(C#N)=C(N)O2 | 4 | 0 | -3 | 2 | 8 | -6 | -2 | -4 | -5 | -21 | 18
COCCCNC(=O)c1ccc(Cn2c(=O)c3ccccc3n(Cc3ccc(C)cc3)c2=O)cc1 | 0 | -2 | 13 | -17 | 12 | 2 | 2 | -15 | -1 | 20 | -31
Cc1ccc(NC(=O)c2cnc(SCC(=O)c3ccccc3)n(C)c2=O)cc1 | -12 | -4 | -13 | -21 | -21 | . | -6 | 18 | -5 | -4 | .
CCCN1CNC(=S)N(CCc2ccccc2)C1 | 1 | -9 | 15 | 2 | 2 | 5 | 9 | -4 | -12 | -2 | -9
CCNC(=O)COC(=O)c1cc(S(=O)(=O)N2CCCc3ccccc32)ccc1Cl | -10 | 1 | 11 | -6 | 0 | -14 | 14 | 10 | 3 | 14 | 13
CC(C)Oc1cccc(C(=O)C2CCCN(Cc3cnc(N4CCCC4)s3)C2)c1 (centres undefined) | -5 | 10 | 22 | -14 | 1 | -6 | 20 | 1 | -10 | 9 | 14
Nn1c(SCc2ccccn2)nncc1=O | -1 | -23 | -15 | -15 | 18 | -9 | -7 | -4 | -4 | 6 | 0
COc1ccc2c(C)c(C(=O)O)oc2c1 | 3 | 9 | 11 | -10 | -7 | 23 | 0 | 5 | -10 | -11 | -2
COc1ccc(N2C(N)=NC(N)=NC2(C)C)cc1 | -5 | 13 | 12 | 2 | 10 | -5 | 6 | 82* | -12 | 5 | 6
O=S1(=O)CC2NC(=S)N(c3cccc(Br)c3)C2C1 (centres undefined) | -6 | 3 | 2 | 5 | 16 | 14 | 8 | -2 | . | 11 | 8
CC(=O)c1cc(CCC(=O)NC2CCCCCC2)oc1C | -2 | 17 | -41 | 2 | 9 | 3 | -14 | 8 | 1 | 3 | -32
COc1ccc(CCNC(=O)c2c(C)nc3ccccn23)cc1OC | 0 | 0 | -1 | -12 | 11 | -10 | -8 | 31 | 5 | -4 | -18
Cc1csc(=O)n1CC(=O)OCc1cccc2ccccc12 | 2 | -26 | -23 | -20 | -76 | -42 | -9 | 2 | -8 | -30 | -19
COC(=O)c1c(C)oc(C)c(C(=O)OC)c1=O | 12 | 7 | -15 | -3 | 6 | -20 | -4 | 0 | -4 | 7 | 8
COc1cc2c(cc1NC(=O)CSc1nccn1C)oc1ccccc12 | 5 | -7 | -47 | -9 | -92 | -18 | -20 | 3 | -32 | -50 | -34
Cc1[nH]c2ccc(C(=O)OC(C)C(=O)NCc3ccccc3)cc2c1C (centres undefined) | -24 | 3 | -2 | 22 | -6 | -26 | 12 | 4 | -6 | -9 | 1
COc1ccc(-c2cc(C(=O)OCC(=O)NC(C)C)c3ccccc3n2)cc1 | 6 | 3 | 0 | -12 | -30 | 1 | -25 | 36 | 8 | -41 | -41
CCOc1ccc(/C=C2/Sc3ccc(C(=O)NCC4CCCO4)cc3N(C)C2=O)cc1OC (centres undefined) | -17 | 20 | 13 | -11 | 11 | 14 | 12 | 2 | -1 | 19 | -20
CC(C)Cn1c(CN2CCN(c3ccccc3F)CC2)nc2c1c(=O)[nH]c(=O)n2C | -19 | 5 | -2 | -6 | 10 | 0 | 27 | -9 | 9 | 15 | -17
Cc1cccc(NC2=NCC(=O)N2Cc2ccccc2)c1 | 0 | -10 | -5 | -13 | 8 | -8 | 2 | -13 | -8 | 12 | -15
CC1(C)CC(=O)C=C(c2ccc(-c3cccc4c3sc3ccccc34)cc2)C1=O | -9 | -41 | -3 | -8 | -64 | -1 | 16 | 17 | -3 | -31 | -64
CCn1ccc(C(=O)N2CCOCC2)n1 | -7 | 32 | 17 | 13 | 11 | -12 | 11 | 17 | -1 | 8 | 1
O=C(NCc1ccccc1Cl)c1cnccn1 | 2 | 2 | -29 | -11 | -19 | 8 | -12 | -9 | -3 | 9 | 1
CCN(Cc1cnn(C)c1)C(=O)CC1C(=O)NCCN1Cc1cccc(OC)c1OC (centres undefined) | -19 | -2 | -2 | -13 | 10 | 4 | 5 | 1 | 1 | -18 | 2
CCC/C=C/c1ccc(CN2C(C)C(=O)N(Cc3cn(CCOCOC)nn3)CCS2(=O)=O)cc1 (centres undefined) | 12 | 4 | -16 | 3 | -6 | 1 | -15 | 6 | -4 | -6 | 2
C/C(=N\NC(=S)NCc1ccccc1)c1ccc(Cl)cc1 | 1 | 1 | 8 | -20 | -20 | 1 | 8 | -3 | -13 | -2 | 4
CCOc1cc(/C=N/O)cc(Br)c1OCC(=O)NCc1ccccc1 | -5 | -27 | 5 | -5 | -5 | 14 | 0 | -15 | -5 | 16 | -4

Single records, from the list above.
CC(C)Oc1cccc(C(=O)C2CCCN(Cc3cnc(N4CCCC4)s3)C2)c1 (centres undefined) is entered as KKLEB tox = -5; TWEAK-Fn14 inh = 10; NCOA3 inh = 22; NCOA1 inh = -14; TROY signal inh = 1; COUP-TFII inh = -6; CF NFkB block = 20; C8 TRAIL sens = 1; LMP1 NFkB inh = -10; LRH-1 inv ag = 9; SRC2 inh = 14
Cc1cccc(NC2=NCC(=O)N2Cc2ccccc2)c1 is entered as KKLEB tox = 0; TWEAK-Fn14 inh = -10; NCOA3 inh = -5; NCOA1 inh = -13; TROY signal inh = 8; COUP-TFII inh = -8; CF NFkB block = 2; C8 TRAIL sens = -13; LMP1 NFkB inh = -8; LRH-1 inv ag = 12; SRC2 inh = -15

(cont.)
SMILES | KKLEB tox | TWEAK-Fn14 inh | NCOA3 inh | NCOA1 inh | TROY signal inh | COUP-TFII inh | CF NFkB block | C8 TRAIL sens | LMP1 NFkB inh | LRH-1 inv ag | SRC2 inh
Nc1cc(Cl)ccc1C(=O)OCC(=O)N1CCCC1 | 0 | -11 | -18 | -32 | -8 | -24 | 2 | 15 | 2 | -47 | -26
c1ccc(C2[C@H]3CN(CC4CCCCC4)[C@H](c4ccccc4)C34CC2(c2cccnc2)C4)cc1 (some centres undefined) | 2 | -12 | -7 | -5 | -9 | 1 | -1 | -3 | -16 | -20 | -3
CCN(CC)c1ccc(/C=N/NC(=O)c2c(Cl)c(C)nn2C)cc1 | -1 | -31 | -8 | -32 | -10 | 5 | -5 | -2 | 3 | 14 | 8
Cc1ncoc1C(=O)NC1CCCc2c1cnn2-c1cc(F)cc(F)c1 (centres undefined) | -7 | 6 | -24 | 15 | 9 | -3 | 10 | 1 | 5 | -16 | -23
CCOc1ccc(C(=O)NCC(=O)N2CCN(c3ccccc3O)CC2)cc1 | 10 | 1 | -12 | 2 | 10 | 20 | 3 | 0 | 3 | 7 | 24
CC1(C)CC(=O)C2=C(C1)OC1=C(C(=O)CC(C)(C)C1)C2c1ccc(O)c([N+](=O)[O-])c1 | 2 | 26 | -3 | 1 | 8 | 0 | 10 | 2 | 4 | -10 | 15
CCOc1ccc(/C=C/C(=O)OC(C)C(=O)NC2CCCCC2C)cc1OC (centres undefined) | 13 | -23 | 5 | -3 | -2 | 7 | 3 | 3 | 18 | 18 | 11
CCN(CC(=O)NC1CC1)S(=O)(=O)c1ccccc1 | -9 | -15 | 19 | -3 | 7 | -6 | 12 | -9 | 1 | 2 | -14
Cc1cc(Cl)ccc1OCCCC(=O)NCc1ccccn1 | 13 | -1 | 2 | -13 | 12 | 6 | 1 | -1 | 2 | -3 | 2
O=C(O)CCC(=O)Nc1ccc(Br)cc1C(=O)c1ccc(Cl)cc1 | -19 | 3 | 18 | -15 | 0 | -13 | -2 | 0 | -1 | 8 | -19
CCN(C(=O)C1CSC2(C)CCC(=O)N12)c1nc2c(C)cccc2s1 (centres undefined) | 0 | 16 | 4 | -3 | 24 | 2 | 15 | -13 | -8 | -14 | -19
CSc1ncccc1C(=O)NCCc1ccccc1F | 13 | 11 | -13 | -69 | 3 | -11 | -10 | -7 | 1 | 2 | -28
CCc1nc(SCc2ccc(OC)c(Br)c2)n[nH]1 | 8 | -2 | -21 | -18 | -17 | 16 | 0 | -5 | -9 | -17 | -14
CC(=O)Nc1ccc(NC(=O)c2ccc(C3SCC(=O)N3CCc3ccccc3)cc2)cc1 (centres undefined) | 18 | 5 | -7 | -5 | 26 | 21 | -39 | 10 | 13 | -9 | -8
COCCNC(=O)C(c1ccc(C)cc1)N(Cc1ccccc1)C(=O)CCC(=O)Nc1ccccn1 (centres undefined) | 1 | -1 | -6 | -3 | 8 | 15 | 19 | 12 | -4 | 13 | 18
Cc1cc(C)c(-c2c(O)c3cnn(-c4ccccc4)c3[nH]c2=O)c(C)c1 | 7 | 17 | 11 | 0 | 3 | -4 | 10 | 1 | -2 | -9 | 11
Cc1cccc(C(=O)NC2CCN(C(=S)NCc3ccco3)CC2)c1 | 8 | -1 | 8 | 5 | -4 | 5 | 9 | 5 | -1 | -11 | -1
O=C(Nc1cccc2cccnc12)c1ccc2c(c1)OCCO2 | -12 | 0 | -76 | -45 | -9 | -27 | -24 | 7 | -11 | -45 | -22
N#Cc1c(N)n(CCNC(=O)c2ccccc2)c2nc3ccccc3nc12 | -8 | 6 | -36 | -9 | 0 | 2 | -9 | 3 | 3 | -7 | -14
